Screening data as filed in PubChem BioAssay.
APJ ag – agonists of human APJ apelin receptor; CHO-K1 APJ PathHunter beta-arrestin, luminescence; 0% DMSO wells, 100% apelin; P35414; activation, % at 20 µM; AID 2520; 330,000 tested, 0.11% active;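 active = activation more than six SD over the plate average, tested at 20 µM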;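 note: 0% = DMSO alone and 100% = apelin-13 at 10 nM; some results filed as inactive read as strong as hits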
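Assay system: engineered CHO-K1 APJ arrestin reporter cells; Amount: 1000 CHO-K1 reporter cells seeded per well; Dosing: one dose, 20 µM compound, 1% DMSO; Times: compound stimulation 90 min at 25 °C, detection 60 min; Measured by: luminescent beta-gal fragment complementation, chemiluminescent substrate; Read-out: APJ–arrestin association signal; Controls: DMSO vs Apelin-13 10 nM.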
UBC13 inh – human UBC13 polyubiquitination inhibition. UBC13 polyubiquitin chain formation, TR-FRET. AID 485273. P61088. inhibition, % at 20 µM. 330,000 tested, 0.47% active; in the data active = inhibition above about 45%, passing the limit was not always enough
Target sequence (P61088 whole entry, looked up): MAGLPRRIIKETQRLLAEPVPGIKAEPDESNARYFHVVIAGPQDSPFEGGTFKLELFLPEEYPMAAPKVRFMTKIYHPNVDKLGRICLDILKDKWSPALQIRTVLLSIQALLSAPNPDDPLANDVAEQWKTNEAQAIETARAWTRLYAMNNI
APJ antag – APJ receptor antagonism | 330,000 tested, 0.32% active | inhibition, % at 20 µM | CHO-K1 APJ beta-arrestin complementation, luminescence | P35414;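 active = inhibition above about 40% at 20 µM, limit read from the data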;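 note: cells challenged with 10 nM apelin-13 agonist together with compound; plate controls were apelin-13 plus DMSO wells for no effect and DMSO wells lacking apelin-13 for full effect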
ATG4B inh – inhibitors of human ATG4B cysteine protease. AID 504462. 340,000 tested, 0.51% active. Q9Y4P1. inhibition, % at 8.33 µM. ATG4B cleavage of LC3-PLA2, NBD-HPC fluorescence, 1 h; in the data active = inhibition above about 40%
Gli-Sufu block – Gli-Sufu pathway antagonism | Sufu-KO-LIGHT fibroblasts, Gli luciferase reporter luminescence | inhibition, % at 5 µM | 340,000 tested, 0.74% active;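 active = inhibition above about 55%, limit read from the data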;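 note: 0% = DMSO-treated cells and 100% = wells with medium but no cells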
CCR6 antagonist – antagonists of human CCR6 receptor; inhibition, % at 20 µM; P51684; CHO-K1 CCR6 PathHunter beta-arrestin, luminescence, CCL20-stimulated; 340,000 tested, 0.49% active;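 active = compounds whose inhibition of the agonist-driven luminescence signal at 20 µM reaches about 50%, limit read from the data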;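 note: cells stimulated with CCL20 at 14 nM final; plate controls were DMSO with CCL20 for no effect and DMSO without agonist for full effect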
EBI2 block – blocks human EBI2 receptor beta-arrestin signaling. EBI2 beta-arrestin recruitment, luminescence, 7a,25-OHC stimulated. inhibition, % at 5 µM. 360,000 tested, 0.81% active; in the data active = inhibition above about 38%;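 note: enzyme fragment complementation signal reports receptor beta-arrestin coupling in cells; 0% = agonist plus DMSO wells and 100% = wells without agonist; some results beyond the cut were filed as inactive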
Target sequence (P32249 whole entry, looked up, the tested form may be a part): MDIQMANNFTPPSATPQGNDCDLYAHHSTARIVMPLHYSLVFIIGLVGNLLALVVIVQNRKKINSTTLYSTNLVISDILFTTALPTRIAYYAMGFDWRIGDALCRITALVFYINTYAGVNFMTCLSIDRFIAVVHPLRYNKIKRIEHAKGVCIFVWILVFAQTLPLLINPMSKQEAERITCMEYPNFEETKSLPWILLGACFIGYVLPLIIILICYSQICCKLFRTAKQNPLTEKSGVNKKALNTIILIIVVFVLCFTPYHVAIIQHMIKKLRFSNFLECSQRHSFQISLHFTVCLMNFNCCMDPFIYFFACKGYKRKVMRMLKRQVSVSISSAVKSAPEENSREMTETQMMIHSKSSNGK
CXCR6 block – CXCR6 (human) receptor inhibition; 360,000 tested, 0.36% active; inhibition, % at 20 µM; CHO-K1 PathHunter CXCR6 beta-arrestin, luminescence; in the data active = inhibition above about 34%, passing the limit was not always enough;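 note: antagonist mode with CXCL16 agonist at 10 nM final; 0% = 10 nM CXCL16 with DMSO and 100% = unstimulated wells without agonist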
Target sequence (O00574 whole entry, looked up): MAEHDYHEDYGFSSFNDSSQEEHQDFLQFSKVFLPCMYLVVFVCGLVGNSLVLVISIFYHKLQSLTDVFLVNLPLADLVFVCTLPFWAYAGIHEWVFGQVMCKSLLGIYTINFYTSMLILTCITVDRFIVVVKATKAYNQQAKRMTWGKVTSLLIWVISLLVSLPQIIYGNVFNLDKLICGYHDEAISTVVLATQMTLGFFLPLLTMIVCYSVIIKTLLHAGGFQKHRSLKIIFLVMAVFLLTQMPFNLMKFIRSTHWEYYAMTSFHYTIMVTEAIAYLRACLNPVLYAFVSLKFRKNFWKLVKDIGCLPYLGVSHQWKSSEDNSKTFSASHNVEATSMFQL
* hit, by the source's call; · = no result given.

molecule,APJ ag,UBC13 inh,APJ antag,ATG4B inh,Gli-Sufu block,CCR6 antagonist,EBI2 block,CXCR6 block
Fc1ccc(-n2c(-c3ccc4c(c3)OCO4)n[nH]c2=S)cc1Cl,-0.2,-9.6,2.9,-3.4,4.2,17.0,-3.6,-2.8
CC(C)C[C@@H](CO)N1CCN(Cc2ccccc2)CCC1=O,3.3,-8.0,1.0,2.5,-4.2,6.2,-7.5,6.2
COc1ccc(-c2noc(CCCC(=O)NCCc3ccccc3)n2)cc1OC,1.6,3.4,-21.4,-4.6,3.5,0.4,8.6,-2.4
Cc1cc(C)c2c(=O)n(CC(=O)Nc3cccc(Cl)c3C)sc2n1,1.6,-2.3,-13.0,-0.1,4.1,11.6,1.6,79.7*
O=C(Cc1ccccc1)c1nc2ccccc2s1,-1.0,-4.4,-4.3,4.9,-18.0,17.9,2.4,-0.6
Cc1ccc(NC(=O)C2CCN(S(=O)(=O)c3c(C)n[nH]c3C)CC2)nc1,2.2,0.7,-1.2,0.8,-3.4,-0.8,-5.4,2.4
O=C(NCCc1c[nH]c2ccccc12)c1ccco1,9.6,-8.3,5.6,7.0,-25.0,2.2,-0.8,6.9
Cc1ccc(C(C(=O)NC(C)(C)C)N(CC2CCCO2)C(=O)CCC(=O)Nc2ccccn2)cc1 (stereo not drawn),-0.7,4.2,0.5,-1.2,-27.9,3.8,3.4,-0.6
COc1ccc(S(=O)(=O)N2CCOCC2)cc1NC(=O)c1c(-c2ccccc2)noc1C,-4.4,-6.6,7.9,-4.9,-0.1,4.6,10.2,6.9
C/C(CC(=O)Nc1ccc2c(c1)OCCO2)=N\NC(=O)c1ccccn1,-4.6,-3.2,0.4,-9.8,-3.7,5.9,7.5,-0.3
CCCC(=O)Nc1ccc(C(=O)Nc2nnc(COC)s2)cc1,-2.1,3.6,4.1,-10.5,1.6,5.5,-2.6,-3.0
O=C(CN(C(=O)CCC(=O)Nc1nccs1)c1ccccc1F)NCC1CCCO1 (stereo not drawn),-0.9,-5.8,6.9,-6.6,-5.5,0.2,6.9,-2.8
CCOC(=O)C1CCCN(C2CCN(Cc3nc(Cc4ccccc4)no3)CC2)C1 (stereo not drawn),-4.4,8.9,9.8,2.8,50.0,-1.6,11.2,-3.3
CCOC(=O)CNC(=O)C1COc2ccccc2O1 (stereo not drawn),0.6,-0.8,-7.2,-0.2,0.1,6.7,3.7,-1.3
CC12CN(NC(=O)c3ccc(Cl)cc3)C3(C#N)CC1CCC23C (stereo not drawn),1.1,-7.8,-3.6,1.1,-2.7,0.4,0.8,-1.7
O=C(Cn1c(COc2ccccc2)nc2ccccc21)Nc1cc(Cl)cc(Cl)c1,-1.8,-11.5,7.3,9.2,0.7,12.5,8.7,9.6
CN(CCOc1ccccc1)S(=O)(=O)c1ccccc1C#N,-1.4,6.2,-5.5,5.9,8.7,2.3,8.8,0.0
CCCN1CCN(CCCNC(=O)C2CCCN(c3nnc(-n4cccc4)s3)C2)CC1 (stereo not drawn),-2.7,4.0,12.8,-0.7,-1.0,15.1,2.5,-4.1
COc1ccc(C)cc1S(=O)(=O)N(CC(=O)O)c1ccc(C)cc1,-2.4,-1.0,10.2,-1.1,0.7,6.0,4.5,-2.0
O=[N+]([O-])c1ccc(C(=Nc2cccc3ccccc23)N2CCOCC2)cc1,1.0,4.8,-6.7,-0.1,6.4,2.3,10.6,4.2
CC(=O)c1sc(NC(=O)c2c(F)cccc2F)nc1C,0.4,-6.5,14.8,-3.6,0.3,-6.8,2.8,-4.8
BrCCOCCOc1ccc2ccccc2c1,-0.1,-5.1,5.1,-2.9,-10.1,11.2,3.1,0.3
c1ccc(Cn2c[n+](Cc3ccccc3)c3ccccc32)cc1,-2.7,5.2,10.1,-0.5,28.9,9.3,5.0,10.6
COc1ccc(-c2[nH]c(-c3ccc(C)cc3)nc2SCC(=O)NC2CCCC2)cc1,-1.4,-0.1,8.4,8.6,5.8,9.5,36.9,0.3
CCCCC1(c2ccc(F)cc2)NC(=O)N(CC(=O)Nc2ccc(N3CCOCC3)cc2)C1=O (stereo not drawn),-0.4,-12.9,17.9,-3.0,-5.4,1.8,7.4,-2.3
COc1ccc(-c2cc(C(=O)Nc3cccc(Cl)c3)no2)cc1,-1.3,4.3,-24.6,-8.8,-96.5,0.5,-6.4,5.5
CCOC(=O)C1CCN(C(=O)c2ccc(NS(=O)(=O)c3ccc(F)cc3C)cc2)CC1,-5.2,-6.6,-20.2,-0.5,18.9,-5.8,-6.4,-4.7
Cn1nnnc1SCCNC(=O)C1CCC(=O)N(Cc2ccccc2F)C1 (stereo not drawn),-10.8,5.4,-1.4,2.9,9.2,4.0,-14.2,1.5
NC(=O)c1ccc(N2CCC(C(N)=O)CC2)c([N+](=O)[O-])c1,-6.2,11.3,0.7,-5.3,7.9,6.8,3.3,4.9
COc1ccc([N+](=O)[O-])cc1-n1cccc1,-1.1,14.3,0.9,1.3,14.7,-9.2,-13.0,0.0
O=C(COc1cccc(Oc2ccccc2)c1)Nc1ncccn1,1.8,4.3,-11.7,5.8,-16.3,-34.4,-15.8,4.9
CCOC(CNC(=O)c1cccc([N+](=O)[O-])c1)OCC,-4.1,6.4,-8.5,-3.0,4.7,3.6,-6.1,-7.9

Whole records as entered above. Order of values: APJ ag, UBC13 inh, APJ antag, ATG4B inh, Gli-Sufu block, CCR6 antagonist, EBI2 block, CXCR6 block
Listed for COc1ccc(-c2cc(C(=O)Nc3cccc(Cl)c3)no2)cc1 → -1.3, 4.3, -24.6, -8.8, -96.5, 0.5, -6.4, 5.5
Listed for CCOC(=O)C1CCN(C(=O)c2ccc(NS(=O)(=O)c3ccc(F)cc3C)cc2)CC1 → -5.2, -6.6, -20.2, -0.5, 18.9, -5.8, -6.4, -4.7
Listed for Cn1nnnc1SCCNC(=O)C1CCC(=O)N(Cc2ccccc2F)C1 (stereo not drawn) → -10.8, 5.4, -1.4, 2.9, 9.2, 4.0, -14.2, 1.5

Carrying on:
molecule,APJ ag,UBC13 inh,APJ antag,ATG4B inh,Gli-Sufu block,CCR6 antagonist,EBI2 block,CXCR6 block
Nc1ncnc2c1ncn2[C@@H]1O[C@H](CNC(=O)[C@@H](N)COCc2ccccc2)[C@@H](O)[C@H]1O,·,·,·,10.9,-1.8,21.5,-4.3,0.7
NNC(=O)CCCCCCCCCCOCCCCO,-3.2,2.4,4.3,0.1,-9.4,7.0,-4.8,-0.9
OCCN(Cc1ccccc1)c1ncnc2sccc12,-2.3,4.0,17.4,6.2,11.3,15.7,-3.8,9.2
O=C(Nc1cccc2cccnc12)C1CCCC1,-1.2,-9.5,12.8,5.2,-4.2,6.1,-10.0,-0.3
CCc1nnc(NS(=O)(=O)c2ccc(N3C(=O)c4ccc(C(=O)O)cc4C3=O)cc2)s1,2.0,3.3,11.3,-0.8,0.8,-4.6,0.6,4.9
CSc1nc(C)cc(C)c1S(=O)(=O)c1ccccc1C,-2.4,-2.9,-3.5,-10.6,-7.5,-3.5,5.4,11.0
COc1ccc(C=NNC(=O)c2ccccc2NS(=O)(=O)c2cccs2)cc1O,-4.5,-2.3,-2.8,-12.1,1.3,5.5,1.7,-3.4
O=C(CN1C(=O)COc2ccccc21)NCc1ccccn1,0.6,-3.4,21.9,1.0,-0.8,2.4,6.3,-3.1
CN(NC(=S)Nc1ccc(OC(F)F)cc1)C(=S)Nc1ccc(OC(F)F)cc1,-4.7,2.6,20.3,-1.4,1.6,19.9,42.8*,1.5
COc1cccc(N(CC(=O)NCc2cccnc2)S(C)(=O)=O)c1,4.6,3.8,1.7,-11.0,2.4,-3.0,-4.6,-1.5
CSc1ccccc1C(=O)C1CCCN(S(=O)(=O)N(C)C)C1 (stereo not drawn),-2.7,-6.0,-3.6,9.7,-4.4,1.1,-6.9,-3.0
O=C(O)C1CC=C(Cl)CC1C(=O)NCc1ccccc1 (stereo not drawn),0.5,-2.8,8.9,-7.1,-2.8,4.1,1.4,-11.1
Cc1cnc(CN2CCc3c([nH]c4ccccc34)C2CC(C)C)[nH]1 (stereo not drawn),-5.4,10.4,-3.4,26.9,12.8,6.6,6.2,-5.6
CC(C)(Cc1ccc(O)cc1)NC(=O)CC(=O)N/N=C/c1ccc([N+](=O)[O-])cc1,-1.8,-11.9,-41.5,4.5,3.8,-5.2,-3.5,-12.9
Fc1ccc(Oc2nc(-c3ccccc3)nnc2C(F)(F)F)cc1,-1.2,-12.2,-1.7,6.8,-5.2,30.1,-7.4,29.9
CC1CCCCC1NC(=O)NC(=O)COC(=O)c1nccnc1N (stereo not drawn),-3.7,18.5,1.1,3.4,2.7,11.3,-2.6,-4.8
O=c1n(-c2cccc(Cl)c2)c(=O)n2n1CCC2,-1.2,1.6,3.6,-9.8,-1.0,12.1,-10.2,-7.1
Nc1nc(-c2ccccc2)c(-c2ccc([N+](=O)[O-])cc2)s1,2.8,-7.5,15.0,-3.9,8.1,13.7,8.3,4.6
CCCCCCn1c(N2CCC(C)CC2)nc2c1c(=O)[nH]c(=O)n2C,-4.3,-0.8,16.0,-9.3,15.6,19.4,13.7,-6.2
COc1ccc(C(=O)NC2CC3CCCC(C2)N3Cc2ccccc2)cc1OC (stereo not drawn),-0.7,-2.0,-4.1,-3.0,57.3*,7.9,2.6,-1.2
Cc1ccccc1NC(=O)c1nn(-c2ccc(F)c(F)c2)ccc1=O,-1.6,-6.3,-4.2,6.4,1.8,12.3,-5.5,-5.6
CC(C)CN(C(=O)C1CCCCC1)C1CCS(=O)(=O)C1 (stereo not drawn),-7.2,4.7,-3.0,-2.9,-4.2,6.7,-14.9,-4.5
CC1CC(C)CN(C2CCN(Cc3cccnc3)CC2)C1 (stereo not drawn),-1.7,-19.1,-7.5,0.5,-1.1,8.1,-9.7,0.5
CC(=O)Nc1ccc(SCC(=O)c2cc(C)n(CC(F)(F)F)c2C)cc1,-4.4,-1.5,7.7,-2.1,-68.8,-2.3,-7.3,-7.5
CC(C)CN(CC(C)C)c1nc(N)c(C#N)c(CC#N)c1C#N,-3.0,6.1,-5.6,-3.6,88.8*,2.2,17.5,-12.7
OCC[C@H]1C[C@H](O)[C@@H](O)[C@]2(OCc3ccccc32)O1,5.9,-7.9,4.4,-1.2,-4.4,7.7,-2.6,-1.8
COc1cc(/C=N/Nc2cc(C)nc(N)n2)ccc1O,-1.0,-7.7,10.2,1.0,1.5,-8.1,-2.5,-31.7
Oc1cccc(/C=N/Nc2ncnc3c2ncn3Cc2ccccc2)c1,-0.5,-8.4,-9.5,-7.5,-6.3,0.0,-1.7,-13.8
O=c1[nH]c(-c2ccc(Cl)cc2)nc(=S)[nH]1,-1.6,-9.1,0.3,-4.0,0.7,0.8,-4.2,9.6
Cc1ccccc1OCC(=O)Nc1ccc2c(c1)C(=O)N(CCC(=O)O)C2=O,1.5,-12.6,-0.3,-1.8,-17.2,14.9,-4.3,0.9
CC(=O)NCCc1c[nH]c2ccc(O)cc12,2.6,-6.9,22.1,4.6,-6.0,-3.7,4.3,1.6
COc1cc(C(C)=O)ccc1OCC(O)CN1CCN(c2ccccn2)CC1 (stereo not drawn),-0.4,-1.3,9.6,1.5,18.2,4.4,-10.9,-3.1
COc1cccc(OCC(O)CNC(C)c2ccccc2)c1 (stereo not drawn),-0.6,2.1,-5.9,-3.9,7.6,15.0,4.6,2.2
CC(C)Oc1cccc(-c2cc(C(=O)NN3CCOCC3)c3ccccc3n2)c1,3.8,-4.2,15.0,-2.9,-2.1,0.9,1.8,-3.7
CC1Cc2ccccc2N1C(=O)CCNS(=O)(=O)c1ccc2c(c1)CCC(=O)N2 (stereo not drawn),2.0,-0.7,15.8,1.4,-19.4,2.9,-4.0,6.1

An unsorted share of the library; 3% or so of the library scored in one or more.
